Source: PubChem BioAssay
Dynein transport: dynein cargo transport inhibition; 3617.4 mouse cells, GR-EGFP nuclear translocation imaging; test concentration mostly 20 µM; stimulated with dexamethasone, 1 µM; active compounds read low; z-score, hits read low; 0.47% of 220,000 active; AID 1381;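 active = plate z-score of nuclear minus cytoplasmic receptor signal below a set negative limit, without overly bright fluorescence or cell loss, cut at about -3.5 in these data, passing the limit was not always enough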;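 note: z-score of nuclear minus cytoplasmic ring GR-EGFP intensity difference per well; some compounds called inactive have numbers as strong as hits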
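Buffer or medium – tet-free medium with charcoal-stripped serum · Signal – automated 10x imaging of fixed Hoechst-stained cells · Also added – dexamethasone agonist, 1.0 µM final, for 30 min · Incubation – induction 48 h, compound 1 h, agonist 30 min · Read-out – GR-EGFP nuclear translocation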
M1AAP inhibition: malaria alanyl aminopeptidase activity blockers – biochemical, fluorogenic H-Leu-NHMec substrate, 1536-well (AID 1445); recombinant M1AAP, H-Leu-NHMec fluorogenic kinetic assay; higher % means a stronger effect; one-dose inhibition, % at 30 µM; IC50 in µM for titrated hits; 0.42% of 220,000 active;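 active = primary inhibition above the hit cutoff, then over 50% inhibition at one or more dose response concentrations, cut at about 23% in these data, passing the limit was not always enough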;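 note: plate controls were DMSO full reaction for no effect and no enzyme background for full effect; strong numbers were not always called active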
MT stabilizer: stabilizes microtubules in HeLa cells. HeLa tubulin immunostaining HCS, 24 h; share of cells brighter than vehicle mean+2SD. % tubulin-high responders, % at 10 µM. 0.83% of 200,000 active;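 active = plate Z-score above 3 for both tubulin-high and condensed-nucleus cell shares, with cell loss under 80%, at 10 µM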;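 note: anti alpha tubulin signal scored within the nucleus-defined area of each cell; some results filed as inactive read as strong as hits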
K1F lysis inhibition: inhibition of K1F phage lysis, E. coli UTI89, bacterial capsule biogenesis inhibitors, alamar blue (AID 488966); E. coli UTI89 K1F phage lysis, alamar blue, 2 h; higher % means a stronger effect; one-dose inhibition, % at 100 µM; IC50 in µM for titrated hits; 0.02% of 340,000 active;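 active = phage lysis inhibition, versus mean bacterial control, above a set limit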;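 note: capsule biogenesis inhibitors block K1F phage lysis so surviving cells raise fluorescence; higher fluorescence means more inhibition of phage lysis; actives were called in the ten point dose series up to 300 µM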
ER stress rescue: rescue of cells from ER stress-induced death, primary screen, 384-well, CSM14.1, thapsigargin, ATP luminescence (AID 1222) | CSM14.1 thapsigargin-induced death rescue, ATP luminescence; higher % means a stronger effect | cellular ATP content (survival), % at 20 µM; hits with a dose series show EC50 in µM | 190,000 tested, under 10 active;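 active = EC50 below 50 µM in the dose-response confirmation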;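 note: death triggered by thapsigargin at about 15 µM added after 2 h compound pretreatment; cell ATP read after overnight thapsigargin exposure of roughly 18 to 22 hours; normalized against plate controls of thapsigargin alone and 5% DMSO vehicle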
Insulin prom up: MIN6 insulin promoter up-regulation; MIN6 insulin promoter-GFP reporter, high-content imaging; active compounds read high; z-score at 5 µM; 0.3% of 190,000 active; AID 1625;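 active = z-score above 3 at 5 µM with at least 500 cells counted in the well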
Autophagy mod: modulators of autophagy. MEF GFP-LC3 puncta imaging; test concentration mostly 10 µM. calls only at 10 µM (by protocol). 0.98% of 190,000 active;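 active = percentage of spot-positive cells more than 3 SD above its plate mean, without a fluorescence outlier flag or 80% toxicity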;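 note: spot-positive cell cutoff set from DMSO-treated cells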
M17LAP inhibition: P. falciparum M17LAP inhibitors, primary screen, biochemical, fluorogenic H-Leu-NHMec substrate, 1536-well (AID 1619); recombinant M17LAP, H-Leu-NHMec fluorogenic kinetic assay; higher % means a stronger effect; inhibition, % at 30 µM, or IC50 in µM where a hit was titrated; 0.38% of 220,000 active;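 active = compound inhibiting the enzyme by more than half at any dose during confirmatory dose-response retesting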;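 note: plate controls were full reaction with DMSO carrier for no effect and no enzyme background for full effect; strong numbers were not always called active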
b-catenin transl: beta-catenin nuclear translocation modulation; HeLa beta-catenin nuclear translocation, immunofluorescence imaging; nuclear translocation activity, % at 5 µM; 0.3% of 190,000 active;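 active = nuclear translocation activity above 50% at 5 µM, with a well cell count of 50 or more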;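 note: per-cell ratio of nuclear to cytoplasmic median beta-catenin stain intensity; plate controls were DMSO negative control for no effect and GSK-3 inhibitor IX positive control for full effect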
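System: HeLa cells, endogenous beta-catenin; compound dosing: 5 µM primary single dose, 0.1% DMSO, 0.02–20 µM confirmation series; incubation: 24 h compound exposure at 37°C, 5% CO2; signal: beta-catenin immunofluorescence imaging with DAPI; evaluation: % activation, nuclear-to-cytoplasmic median beta-catenin signal ratio per cell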
Dynein transport cytoplasmic EGFP: second read-out of Dynein transport, no call of its own (marks repeat the call); z-score; measured here: cytoplasmic GR-EGFP intensity; active compounds read high
Dynein transport nuclear GR-EGFP: recorded beside Dynein transport, whose call it bears; z-score; measured here: nuclear GR-EGFP intensity;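 lower value marks the stronger effect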
Dynein transport cell count: also measured in Dynein transport; calls as there; z-score; measured here: cell count per field
Insulin prom up cell count: also measured in Insulin prom up; calls as there; cell count; measured here: cytotoxicity, nuclei count;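 total cells summed across four imaged fields per well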
b-catenin transl cell count 5 µM: recorded beside b-catenin transl, whose call it bears; cell count; measured here: cell count, cytotoxicity flag
MT stabilizer Hoechst-high %: recorded beside MT stabilizer, whose call it bears; % Hoechst-high responders; measured here: nuclear condensation Hoechst responders;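 share of cells brighter than vehicle mean plus two SD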
MT stabilizer cytotoxicity %: recorded beside MT stabilizer, whose call it bears; toxicity, %; measured here: cytotoxicity by cell density;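 0% = mean cell density of plate MIN control wells and 100% = no cells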
Autophagy mod cell loss 18 h: also measured in Autophagy mod; calls as there; toxicity, %; measured here: cell loss, nuclei count;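 cell loss after 18 h compound exposure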
* hit, by the source's call; i = inactive; / = no result given; [ ] = dose if it differs, or a comment.

SMILES	Dynein transport	Dynein transport cytoplasmic EGFP	Dynein transport nuclear GR-EGFP	Dynein transport cell count	M1AAP inhibition	MT stabilizer	MT stabilizer Hoechst-high %	MT stabilizer cytotoxicity %	K1F lysis inhibition	ER stress rescue	Insulin prom up	Insulin prom up cell count	Autophagy mod	Autophagy mod cell loss 18 h	M17LAP inhibition	b-catenin transl	b-catenin transl cell count 5 µM
Cc1occc1-c1nnc(SCC(=O)c2cc3ccccc3oc2=O)o1	-0.64	-0.11	-0.12	0.34	20%	5.2	4.4	9.0	0.3%	0.0%	-0.38	1009	i	7	20%	3.4	1165
CC(=O)c1cccc(NC(=O)CN2C(=S)NC(C)(C)CC2C)c1 (stereo unspecified)	0.58	-0.26	0.56	-0.21	-1%	4.0	2.3	9.1	0.8%	-0.6%	0	1233	i	9	-1%	0.0	1036
CC(=O)Nc1ccc(S(=O)(=O)N2CCN(c3ccccn3)CC2)cc1	1.5	0.37	0.99	-1.7	3%	1.3	2.5	10	7.0%	0.7%	-0.96	867	i	4	1%	-4.3	1245
COC(=O)[C@H]1CCCN1C(=O)Nc1cccc(Oc2c(F)c(F)c(F)c(F)c2F)c1	0.48	-0.29	0.14	0.12	5%	3.6	3.6	17	0.5%	0.9%	/	/	i	13	-15%	-8.9	1232
Cc1ccc(S(=O)(=O)N(C)C)cc1NC(=O)c1cccs1	-0.72	-0.27	0.26	0.38	8%	/	/	/	/	/	-0.96	1022	/	/	1%	0.8	1214
CCCCn1c(SCc2nc3ccccc3s2)nc2cc(S(N)(=O)=O)ccc21	2.8	-0.16	0.97	-1.4	2%	1.1	1.4	11	2.5%	-0.5%	/	/	i	1	3%	/	/
C#CCOC(=O)c1ccccc1C(=O)OCC#C	2.4	-0.28	1.2	-0.9	3%	3.8	4.0	7.8	0.4%	1.1%	-0.57	1296	i	7	-3%	-1.9	1018
CCn1c2ccccc2c2nnc(SCC(=O)NC3CCS(=O)(=O)C3)nc21 (stereo unspecified)	-0.0014	-0.27	0.038	1.3	6%	3.3	2.0	2.2	4.9%	-2.4%	0.22	1499	i	10	3%	-0.9	1062
CCOc1ccc(N(CC(=O)NCC2CCCO2)S(=O)(=O)c2ccc(SC)cc2)cc1 (stereo unspecified)	-0.4	-0.2	-0.074	0.14	-1%	1.4	1.2	4.5	0.9%	-3.3%	0.58	923	i	-3	-8%	-0.2	1062
NC(=O)NC(c1ccccc1)c1ccccc1	-0.39	-0.25	-0.22	0.7	7%	4.0	2.3	7.0	-0.1%[50 µM]	2.6%	1.2	785	i	-4	3%	-3.4	1097
CC(NC(=O)COc1ccccc1)C(=O)NC1=NCCS1 (stereo unspecified)	0.61	-0.25	0.77	-0.97	8%	2.2	1.9	10	-0.2%	/	1	994	i	3	25%	1.6	948
Cc1ccc(-c2cc(=O)c3cc(Cl)ccc3[nH]2)cc1	-1.1	-0.31	-0.34	0.65	2%	3.7	3.3	2.8	/	-3.3%	-0.35	1286	i	19	0%	-0.3	1153
CN1CCN(Cc2c(O)ccc3c(-c4ccccc4)cc(=O)oc23)CC1	-0.55	-0.2	0.066	0.004	20%	5.0	2.8	6.6	0.8%	-0.3%	-0.11	1054	i	-5	0%	-5.6	974
CC(C)Cn1c(N)c(C(=O)CSc2ccccc2)c(=O)n(C)c1=O	-0.81	-0.31	-0.9	1	1%	3.3	4.2	4.2	2.1%[50 µM]	7.1%	-1.3	987	i	-8	7%	/	/
O=C(O)C1=C[C@H](c2ccc(F)cc2)C[C@H](OCc2ccc(CO)cc2)O1	-0.89	-0.79	-0.41	1	4%	/	/	/	2.2%	/	0.38	1042	/	/	-3%	3.0	1146
COC(=O)CC1C(=O)NC2CCCCC2N1C(=O)CCl (stereo unspecified)	0.71	-0.18	0.6	-0.31	-6%	/	/	/	/	/	0.44	1009	/	/	6%	3.1	1276
O=C(/C=C/c1c(Cl)cccc1Cl)NCCc1ccccc1	-0.11	-0.2	-0.18	0.031	1%	1.2	1.4	4.0	1.0%	-1.5%	-0.91	1485	i	1	2%	0.2	1402
CCCCOC(=O)c1ccc(NS(=O)(=O)c2cc(-c3nnnn3CC)ccc2OC)cc1	-0.046	-0.19	0.17	-0.0098	0%	1.3	1.9	14	0.7%	-1.0%	-1.7	855	i	22	-28%	-0.9	865
CCC1=C(OC(=O)N(CC)CC)N2C(=O)OC(=NCC3CC3)[C@]2(Cc2ccccc2)[C@H]2C1=CC[C@H]1C(=O)N(CC)C(=O)[C@H]12	0.17	-0.36	0.18	-0.38	-3%	/	/	/	-0.1%	/	-0.87	1069	/	/	6%	-2.0	1120
CCn1c(C)nc2cc(C(=O)NNC(=O)Nc3cccc(Cl)c3)ccc21	-1.2	-0.25	-0.47	1	9%	3.2	2.0	4.2	/	-1.5%	/	/	i	14	12%	-1.3	1001
COc1cccc(-c2nc(CS(=O)(=O)CC(=O)NCCC(C)C)c(C)o2)c1	1.2	-0.0067	1.1	-1	0%	6.3	2.4	6.0	3.9%	-0.6%	-0.94	1127	/	/	6%	6.2	1138
Cc1ccc2nc(-c3ccc(NS(=O)(=O)c4c(C)n(C)c(=O)n(C)c4=O)cc3)sc2c1	-0.16	-0.24	0.43	1.1	2%	/	/	/	-0.4%[50 µM]	/	1	1006	/	/	5%	-0.7	1346
O=C(O)CCCCNCc1ccccc1	-0.51	-0.0033	-0.24	-0.066	2%	1.4	2.2	8.0	2.1%[50 µM]	-0.8%	/	/	i	-5	-5%	-2.3	997
O=C(Nc1ccc(S(=O)(=O)N2CCOCC2)cc1)c1ccc(=O)[nH]c1	-0.92	-0.24	-0.61	-4.5	3%	/	/	/	-1.1%[50 µM]	/	-0.42	1502	/	/	-4%	-1.6	1118
Clc1cccc(Nc2nc(-c3ccncc3)cs2)c1	-0.24	0.41	-0.038	-0.1	-1%	3.8	4.2	3.2	0.9%	-0.5%	-0.64	1438	i	4	13%	5.6	1525
Cc1ccc(-c2nn(-c3ccccc3)cc2C(=O)Nc2ccc(C)c(S(=O)(=O)N3CCOCC3)c2)cc1	-0.15	-0.14	-0.036	-0.81	13%	3.9	1.6	7.2	2.1%	3.2%	-1.8	1396	i	11	4%	-2.0	1064
O=C1NCCCC1C(=O)N/N=C/c1cccc(Cl)c1 (stereo unspecified)	1.8	-0.22	0.83	-0.5	-7%	/	/	/	-0.6%	/	-0.05	1342	/	/	-4%	-4.9	1141
O=C(COc1ncnc2ccccc12)NCCC1=CCCCC1	-0.12	-0.24	0.37	0.88	16%	2.4	2.8	13	0.6%	/	0.34	1089	i	5	7%	-3.6	965
O=C(CSc1ncccn1)NCCc1ccccc1	1.2	-0.19	0.93	-0.62	-2%	3.7	1.1	6.3	0.4%	0.5%	-0.77	1228	i	6	1%	-1.2	1102
CCn1cc(SCC(N)=O)c2ccccc21	-0.91	-0.17	-0.37	0.45	0%	2.0	2.1	10	-0.2%	-1.2%	0.1	1892	i	-5	-4%	-2.3	1025
CCC(C)(C(=O)NC1CCCCC1)N(C(=O)CNC(=O)c1ccccc1)c1c(C)n(C)n(-c2ccccc2)c1=O (stereo unspecified)	-1.3	-0.33	0.0073	-0.0093	3%	0.7	1.9	6.8	0.1%	-0.7%	-0.43	1192	i	6	-2%	-1.6	1090
Cc1cccc(-c2c3c(=O)n(C)c(=O)n(C)c3cn2CC2CCCO2)c1 (stereo unspecified)	-0.03	-0.21	-0.22	0.31	3%	1.5	1.7	4.7	0.4%	0.6%	0.51	1210	i	5	-6%	0.3	773
Cc1ccc(Cl)cc1NC(=O)c1cccc(OC(F)F)c1	-0.87	0.11	-0.16	0.68	6%	1.2	2.1	4.3	5.5%	-1.0%	-0.09	920	i	-10	-7%	-2.3	1212
O=C(Nc1cccc(CCc2ccccn2)c1)c1ccc(Cl)cc1	-0.039	-0.27	0.69	-0.8	0%	7.5	2.9	11	/	1.6%	-0.15	1465	i	1	-2%	0.3	1514
CCC(C(=O)NC(C)(C)C)N(C(=O)Cn1nnc(-c2cccs2)n1)c1cnc2ccccc2c1 (stereo unspecified)	0.21	-0.2	-0.52	-0.18	-4%	3.9	1.6	6.2	0.8%	0.4%	-0.78	1622	i	-3	2%	-0.1	1223
CCC(Sc1nc2ccc(C)cc2[nH]1)C(=O)O (stereo unspecified)	-0.034	-0.26	0.64	1.2	9%	3.7	1.2	4.6	0.6%	-0.6%	0.35	1028	i	-19	25%	/	/
COc1ccc(C/C(N)=N/OC(=O)Cc2ccc(OC)c(OC)c2)cc1	-0.51	-0.32	-0.14	0.79	4%	1.4	2.3	6.6	0.0%	-1.0%	0.58	1371	i	1	9%	0.3	1402

One compound at a time, from the list above. Order of values: Dynein transport, Dynein transport cytoplasmic EGFP, Dynein transport nuclear GR-EGFP, Dynein transport cell count, M1AAP inhibition, MT stabilizer, MT stabilizer Hoechst-high %, MT stabilizer cytotoxicity %, K1F lysis inhibition, ER stress rescue, Insulin prom up, Insulin prom up cell count, Autophagy mod, Autophagy mod cell loss 18 h, M17LAP inhibition, b-catenin transl, b-catenin transl cell count 5 µM
CCC(Sc1nc2ccc(C)cc2[nH]1)C(=O)O (stereo unspecified) reads -0.034, -0.26, 0.64, 1.2, 9%, 3.7, 1.2, 4.6, 0.6%, -0.6%, 0.35, 1028, i, -19, 25%, /, /
O=C(Nc1cccc(CCc2ccccn2)c1)c1ccc(Cl)cc1 reads -0.039, -0.27, 0.69, -0.8, 0%, 7.5, 2.9, 11, /, 1.6%, -0.15, 1465, i, 1, -2%, 0.3, 1514

Hits appear at their usual frequency (roughly 2.9% active in at least one column).
